Source: PubChem BioAssay (several laboratories)
Thrombin inh = thrombin (human) inhibition. 220,000 compounds, 0.26% hits. P00734. inhibition, % at 5 µM. alpha-thrombin, Boc-VPR-AMC fluorogenic substrate cleavage. AID 1046;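 active = inhibition at or above 40%; inactive = inhibition below 40%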;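 note: 0% = enzyme with no compound and 100% = wells without enzyme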
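Material: Human alpha-thrombin protein | Buffer or medium: pH 7.5 Tris-saline with Tween 20 | Reagent: Boc-VPR-AMC substrate, 15 µM final | Schedule: Reaction at ambient temperature | Detection: AMC fluorescence at 355 nm excitation and 460 nm emission | Evaluation: Percent inhibition scaled between no-compound controls and no-enzyme blanks | Controls: no-compound enzyme wells and no-enzyme blanks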
Wee1 degr inh = human Wee1 degradation inhibition, primary screen | P30291 | HeLa Luc-Wee1K328M stability, luciferase luminescence; 100% = proteasome inhibitor MG132 effect | reporter increase, % at 5 µM | 220,000 compounds, 1.2% hits | AID 1321;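 active = activation above the mean of all tested compounds plus 3 SD, set per screening run, cut at about 8.8% in these data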;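 note: cells exposed to compound for 20 h before luminescence read; 0% = DMSO alone and 100% = MG132 at 30 µM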
Target sequence (P30291 whole entry K328M): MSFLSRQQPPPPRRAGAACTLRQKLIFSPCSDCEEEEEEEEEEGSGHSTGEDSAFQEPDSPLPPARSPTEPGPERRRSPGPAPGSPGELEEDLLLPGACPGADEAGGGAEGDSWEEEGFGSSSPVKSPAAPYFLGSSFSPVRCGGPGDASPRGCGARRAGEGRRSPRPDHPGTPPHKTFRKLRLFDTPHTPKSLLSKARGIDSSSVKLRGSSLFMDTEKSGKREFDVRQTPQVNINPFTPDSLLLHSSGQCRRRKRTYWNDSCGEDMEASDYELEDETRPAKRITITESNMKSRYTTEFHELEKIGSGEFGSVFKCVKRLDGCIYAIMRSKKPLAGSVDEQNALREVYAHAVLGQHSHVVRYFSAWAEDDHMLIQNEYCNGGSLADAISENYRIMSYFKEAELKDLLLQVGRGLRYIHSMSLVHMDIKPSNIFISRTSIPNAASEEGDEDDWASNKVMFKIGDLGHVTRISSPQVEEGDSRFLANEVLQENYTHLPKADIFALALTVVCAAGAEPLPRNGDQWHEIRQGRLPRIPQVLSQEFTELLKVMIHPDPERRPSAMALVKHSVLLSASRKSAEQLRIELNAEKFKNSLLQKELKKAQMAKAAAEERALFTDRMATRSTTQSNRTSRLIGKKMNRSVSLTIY
FXIIa inh 1536 = inhibitors of human coagulation factor XIIa. P00748. purified FXIIa, Boc-QGR-AMC fluorogenic substrate, 2 h. inhibition, % at 5 µM. 220,000 compounds, 0.3% hits; in the data active = inhibition above about 40%;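 note: 0% = enzyme with no compound and 100% = blank without enzyme; many of its hits are not listed in these tables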
hK5 inh = kallikrein 5 (human) inhibition | recombinant hK5, fluorogenic AMC substrate cleavage | inhibition, % at 5 µM | 210,000 compounds, 0.59% hits | AID 873;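 active = inhibition of 40% or more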;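 note: 0% = enzyme controls without compound and 100% = no-enzyme blanks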
Target sequence (Q9Y337 67-293 limits assumed): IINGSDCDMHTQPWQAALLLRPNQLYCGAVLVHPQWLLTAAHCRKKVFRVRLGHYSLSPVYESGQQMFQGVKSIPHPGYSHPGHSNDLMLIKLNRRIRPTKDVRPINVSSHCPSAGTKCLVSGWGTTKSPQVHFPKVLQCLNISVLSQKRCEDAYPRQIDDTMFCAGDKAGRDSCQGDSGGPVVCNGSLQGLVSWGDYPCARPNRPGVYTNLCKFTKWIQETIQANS
p97 inhibitor = inhibitors of human p97 ATPase | inhibition, % at 8 µM | 220,000 compounds, 0.42% hits | recombinant p97 ATPase, Kinase-Glo ATP luminescence, 3 h; in the data active = inhibition above about 15%;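 note: 0% = DMSO vehicle and 100% = wells lacking enzyme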
Cl transport mod = KCC2 (human) Cl- transport modulation | KCC2 cells, thallium flux FluoZin-2 fluorescence | AID 1456 | 190,000 compounds, 2.2% hits | B-score of Tl+ flux slope (higher = more flux/activation; lower = inhibition) at 10 µM | Q9H2X9;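 active = thallium flux slope and its plate-corrected score both differing from the plate sample mean at a set confidence after two filtering rounds, in either direction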;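 note: slope of fluorescence scaled to starting intensity during 10 to 20 s after thallium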
PERK inh = human PERK inhibition, primary cell-based screen; inhibition, % at 5.6 µM; CHO PERK-DD fusion, SEAP luminescence translation reporter; Q9NZJ5; 220,000 compounds, 0.17% hits;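 active = inhibition above the mean inhibition of all tested compounds plus 3 SD, set separately per screening campaign, cut at about 2.9% in these data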;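 note: PERK kinase domain activated by AP20187 dimerizer at 100 nM; 0% = DMSO with dimerizer and 100% = rapamycin at 8.4 µM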
FXIa inh = blocks human coagulation factor XIa protease activity. purified FXIa, Boc-Glu-Ala-Arg-AMC fluorogenic substrate. AID 798. 220,000 compounds, 0.14% hits. inhibition, % at 5 µM. P03951;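 active = inhibition of at least 40%; inactive = inhibition below 40%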;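 note: fluorescence of freed AMC excited at 355 nm; 0% = enzyme without compound and 100% = no enzyme blank; many of its hits are not listed in these tables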
Furin inhibitor = inhibitors of human furin; 220,000 compounds, 0.061% hits; inhibition, % at 30 µM; purified furin, fluorogenic substrate cleavage; P09958; AID 463115; in the data active = inhibition above about 25%; note: inactives centre near -15
Starred values were filed as active, the others as inactive; . = not tested or not shown; [ ] = another dose, or the depositor's remark.

Thrombin inh	Wee1 degr inh	FXIIa inh 1536	hK5 inh	p97 inhibitor	Cl transport mod	PERK inh	FXIa inh	Furin inhibitor	SMILES
35.5	-2.8	3.6	30.2	-0.3	-1.17	0.2	12.0	-3.5	O=C(/C=C/c1ccccc1Cl)c1ccc[nH]1
-4.2	.	6.8	0.8	.	-0.524	.	3.4	-26.5	CC1CN(c2ccc(Oc3ccccc3)cc2)c2nc3c(c(=O)n(CC(N)=O)c(=O)n3C)n2C1 (stereo unspecified)
-5.1	0.1	6.8	-4.4	-1.9	-0.0807	1.2	-7.0	-20.7	CCC(=O)NC1OC(CO)C(O)C(O)C1O (stereo unspecified)
0.3	-3.1	0.7	-15.3	1.5	-0.0676	2.7	9.0	-29.9	On1nnc2ccc(C(F)(F)F)cc21
25.2	-1.2	3.4	38.6	0.7	.	0.5	11.2	-28.0	Clc1ccc(Cn2ncc3c(N4CCCCC4)ncnc32)c(Cl)c1
0.8	-3.3	-4.3	-13.0	-0.5	1.48	0.9	-3.5	-2.7	Cc1cc(C)c(C)c(S(=O)(=O)NNC(=O)c2cccc(S(=O)(=O)N3CCOCC3)c2)c1C
3.4	-3.3	6.6	2.7	2.3	0.0384	1.5	-0.6	-14.8	CC1CCc2sc(C(=O)Nc3ccc(N4CCOCC4)cc3)cc2C1 (stereo unspecified)
-3.3	-1.1	14.3	-3.6	-2.2	-0.968	2.0	2.9	-16.7	CCCc1cc(C(=O)Nc2cccc(Cl)c2)no1
-7.7	-1.4	-4.2	-0.8	1.2	-1.01	-0.4	-9.3	-2.5[20 µM]	CCC(C(=O)N1CCc2cc(OC)c(OC)cc2C1)c1ccccc1 (stereo unspecified)
0.7	6.5	11.5	3.9	-4.0	.	-0.1	-0.7	-5.4[20 µM]	C=CCn1c(SCC(=O)c2ccc(Br)cc2)nnc1C(CC(C)C)NC(=O)c1cccs1 (stereo unspecified)

In the list so far, three have sulfur:
Thrombin inh	Wee1 degr inh	FXIIa inh 1536	hK5 inh	p97 inhibitor	Cl transport mod	PERK inh	FXIa inh	Furin inhibitor	SMILES
0.8	-3.3	-4.3	-13.0	-0.5	1.48	0.9	-3.5	-2.7	Cc1cc(C)c(C)c(S(=O)(=O)NNC(=O)c2cccc(S(=O)(=O)N3CCOCC3)c2)c1C
3.4	-3.3	6.6	2.7	2.3	0.0384	1.5	-0.6	-14.8	CC1CCc2sc(C(=O)Nc3ccc(N4CCOCC4)cc3)cc2C1 (stereo unspecified)
0.7	6.5	11.5	3.9	-4.0	.	-0.1	-0.7	-5.4[20 µM]	C=CCn1c(SCC(=O)c2ccc(Br)cc2)nnc1C(CC(C)C)NC(=O)c1cccs1 (stereo unspecified)

New compounds follow
Thrombin inh	Wee1 degr inh	FXIIa inh 1536	hK5 inh	p97 inhibitor	Cl transport mod	PERK inh	FXIa inh	Furin inhibitor	SMILES
-4.2	-0.1	8.5	6.2	-2.4	0.171	0.2	2.7	-12.1	COc1ccc(-n2ccnc2SCC(=O)NCc2ccco2)c(OC)c1
-2.1	0.5	-3.1	0.8	-4.6	-0.077	0.3	-1.0	-13.7	Cc1ccc(S(=O)(=O)Nc2ccccc2C=Nc2cccc(C)c2C)cc1
0.3	-0.1	12.5	.	0.9	-0.465	0.6	1.5	-23.2	Cc1nn(Cc2noc(C(=O)NCc3ccc(F)cc3)n2)c(C)c1Br
-2.7	3.0	10.8	3.0	3.8	.	0.9	3.4	-27.9	CCn1c(SCC(=O)Nc2ccc(C(C)=O)cc2)nc2nc3c(cc2c1=O)COC(C)(C)C3
-5.2	1.4	10.1	-12.1	-0.2	1.15	0.3	7.5	-18.7	CCN=C1SC(C(=O)Nc2cccc(Br)c2)CC(=O)N1CC (stereo unspecified)
-7.0	1.5	11.2	-4.9	2.7	0.166	0.8	-0.6	-24.1	O=C(NCCCN1CCC(Cc2ccccc2)CC1)C1CC(=O)N(C2CCCC2)C1 (stereo unspecified)
1.8	0.2	10.7	-9.2	0.2	.	-0.3	2.1	-22.0	CC1=C(C(=O)OCc2ccc3c(c2)OCO3)C(c2ccccc2)NC(=O)N1 (stereo unspecified)
-2.2	0.8	7.5	-4.0	3.6	-0.731	0.8	7.0	-16.2	C=CCOc1c(Br)cc(/C=N/O)cc1OCC
-2.7	2.9	5.0	-11.9	-0.6	0.225	-0.9	-1.0	-16.4	CCOC(=O)c1sc(NC(=O)Nc2cccc(Cl)c2)cc1C
-4.3	-0.4	3.5	-0.3	6.6	.	0.3	-4.3	-23.2	CC(C)C(=O)NC(c1cccc([N+](=O)[O-])c1)c1c(O)ccc2ccccc12 (stereo unspecified)

(continued)
Thrombin inh	Wee1 degr inh	FXIIa inh 1536	hK5 inh	p97 inhibitor	Cl transport mod	PERK inh	FXIa inh	Furin inhibitor	SMILES
-2.8	1.8	12.1	-4.2	0.3	-0.719	-0.7	-0.3	-19.1	CCn1ncc(Br)c1C(=O)N(C)C12CC3CC(CC(C3)C1)C2
-8.7	-1.7	19.3	-8.5	4.2	-0.653	0.5	-0.8	-12.3[20 µM]	Cc1ccc(-c2nc3ccccc3s2)cc1NC(=O)c1ccc2c(c1)OCO2
1.3	0.9	15.7	-5.0	7.6	.	2.1	6.9	-28.0[20 µM]	Cc1ccccc1CSc1nnc(C)n1N
2.0	-3.4	0.5	-17.4	0.8	0.742	0.6	-3.6	-0.3	O=[N+]([O-])c1cc(C(F)(F)F)ccc1SCC(O)CO (stereo unspecified)
-9.4	5.2	.	0.0	-5.1	0.525	-0.7	-3.4	-17.8	COc1ccc(C(=O)COC(=O)CCc2nc3ccccc3[nH]c2=O)cc1Br
-10.5	-0.8	8.8	-19.1	-8.1	-0.37	0.1	0.0	-1.9	CCCOc1ccc(C(=O)O/N=C(\CC)c2ccc(C)cc2)cc1
1.5	2.1	16.5	7.7	1.9	.	-0.4	7.7	-13.1	O=C(CCN1C(=O)c2ccccc2C1=O)Nc1ccc(S(=O)(=O)NC2=NCCCCC2)cc1
-1.8	-2.6	12.4	-17.5	0.9	.	0.0	-0.7	-10.2[20 µM]	CCOC(=O)CNC(=O)CSc1nc(Cc2cccs2)nc2ccccc12
2.5	1.0	14.7	-12.5	1.4	-0.837	0.0	3.7	-1.0[20 µM]	CC(=O)CC(c1ccc([N+](=O)[O-])cc1)c1c(O)c2ccccc2oc1=O (stereo unspecified)
-4.5	-3.2	1.9	6.2	0.9	-0.835	0.4	-4.8	-14.9	CCOc1ccc(-c2cc(CCCC(=O)NCc3cccnc3)no2)cc1

Profiles from above. Values in the order: Thrombin inh | Wee1 degr inh | FXIIa inh 1536 | hK5 inh | p97 inhibitor | Cl transport mod | PERK inh | FXIa inh | Furin inhibitor
Cc1cc(C)c(C)c(S(=O)(=O)NNC(=O)c2cccc(S(=O)(=O)N3CCOCC3)c2)c1C as listed: 0.8 | -3.3 | -4.3 | -13.0 | -0.5 | 1.48 | 0.9 | -3.5 | -2.7
CCN=C1SC(C(=O)Nc2cccc(Br)c2)CC(=O)N1CC (stereo unspecified) as listed: -5.2 | 1.4 | 10.1 | -12.1 | -0.2 | 1.15 | 0.3 | 7.5 | -18.7

Remaining list, next part:
Thrombin inh	Wee1 degr inh	FXIIa inh 1536	hK5 inh	p97 inhibitor	Cl transport mod	PERK inh	FXIa inh	Furin inhibitor	SMILES
-1.9	10.2*	3.6	-4.5	5.6	-0.794	1.7	-3.7	-12.4	N#CC1CC(c2ccccc2)=NN1c1ccccc1[N+](=O)[O-] (stereo unspecified)
27.4	0.5	-5.5	-10.2	-3.5	-0.0201	-1.4	-14.4	-2.9	O=C(Cn1c(C(=O)NCc2ccco2)cc2sccc21)c1ccccc1
1.6	1.3	17.8	-6.3	-7.9	.	-1.7	2.3	-9.2[20 µM]	N#CCC(=N)N1CCN(c2ccc(Cl)cc2)CC1
-1.2	1.3	3.9	-2.6	3.9	-0.807	0.5	-2.3	-33.8	C#CCOCCOCCOCCNc1nc(N2CCN(C(=O)[C@H](CCCCN)n3cc([C@@H](N)C(C)CC)nn3)CC2)nc(N2CCN(C(=O)[C@H](CCCCN)n3cc([C@@H](N)CC(C)C)nn3)CC2)n1 (stereo partly specified)
0.3	0.0	-4.8	-21.3	-2.0	-0.865	-1.2	-2.8	-11.0[20 µM]	Cn1c(=O)c2c(ncn2CC(=O)Nc2ccccc2Sc2ccccc2)n(C)c1=O
3.4	5.0	9.8	5.2	0.3	0.0168	-0.5	-2.6	-27.3	CCC(C(=O)Nc1ccc(C)cc1)c1ccccc1 (stereo unspecified)
-0.9	1.6	10.1	-23.8	1.8	-0.0331	1.0	9.9	-5.4	Cc1cccc(C)c1NC(=O)C1(NC(=O)Cn2cccc([N+](=O)[O-])c2=O)CCCCC1
10.6	-3.4	33.6	11.8	-2.2	0.877	0.4	7.1	-5.1	COc1cc(C(=O)NNC(=S)Nc2ccc(S(N)(=O)=O)cc2)cc(OC)c1OC
-3.9	-1.6	-5.7	-12.9	3.5	0.00298	0.2	3.5	-19.3[20 µM]	COc1ccccc1NC(=S)NCc1ccco1
-2.6	-1.0	6.0	-4.8	-1.5	0.265	0.5	-5.7	-13.1[20 µM]	Cc1ccc(Cc2cnc(NC(=O)/C(C#N)=C/c3ccc(-c4cccc([N+](=O)[O-])c4)o3)s2)cc1

Next part.
Thrombin inh	Wee1 degr inh	FXIIa inh 1536	hK5 inh	p97 inhibitor	Cl transport mod	PERK inh	FXIa inh	Furin inhibitor	SMILES
-1.3	2.5	5.5	-6.4	6.2	0.0809	1.3	0.6	-23.3	COc1ccc(OCC(=O)Nc2cc3oc4ccccc4c3cc2OC)cc1
3.3	-3.6	16.3	3.0	2.0	.	0.6	10.3	-20.9	COc1cccc(N2C(=O)C3CCCN3C2c2ccc(Cl)cc2)c1 (stereo unspecified)
3.7	-3.1	12.1	-33.2	3.8	0.282	1.6	4.6	-21.2	COc1cccc(/C=N/NC(=O)c2ccc(=O)n(C)c2)c1O
-1.9	-1.8	-0.7	-19.1	-1.3	-0.174	1.9	-5.7	-19.9[20 µM]	CCCOc1ccc(-c2nc(C#N)c(N3CCC(C(N)=O)CC3)o2)cc1
1.7	-0.1	8.2	20.4	3.6	.	1.1	21.8	-15.5	O=C(CSCc1ccc([N+](=O)[O-])cc1)NCCSCc1ccccc1
-9.3	-2.0	11.8	-4.9	1.8	-3.33	0.2	4.7	-16.4	CCOc1ccc(C(CC(=O)O)NC(=O)c2sc3ccccc3c2Cl)cc1 (stereo unspecified)
8.1	1.1	32.6	-16.9	1.5	2.25	1.7	26.4	2.5	CCOc1ccc(C(=O)NC(=S)Nc2ccc(N3CCOCC3)c(Cl)c2)cc1[N+](=O)[O-]
-1.0	-0.4	9.0	-2.5	-0.2	.	0.8	-3.4	-14.7[20 µM]	CCC(C)N1CC23C=CC(O2)C(C(=O)OCc2ccccc2)C3C1=O (stereo unspecified)
-2.8	0.7	3.7	0.3	-2.2	-0.0172	0.0	-5.2	-11.6	O=C(CSc1nnc(COc2ccc(Cl)cc2)o1)N1CCN(c2ccccc2)CC1
-3.1	-0.4	7.1	-8.4	1.0	0.613	1.2	4.0	-12.8	O=c1[nH]c(NC2CCCCC2)c([N+](=O)[O-])c(=O)[nH]1
0.2	-1.6	8.5	0.4	2.3	0.36	0.0	-5.1	-12.1	O=C(Nc1ccccc1Cl)C(Cl)C(=O)c1ccccc1 (stereo unspecified)
